N370S GC mod: qHTS Assay for Inhibitors and Activators of N370S glucocerebrosidase as a Potential Chaperone Treatment of Gaucher Disease; Lysosomal acid glucosylceramidase (Homo sapiens), P04062; N370S GC spleen homogenate, 4MU-glucoside fluorescence; Potency, µM (doses to about 59.4 µM), for inactives: at the highest dose activity change, negative = inhibition, most hits filed as inhibitors; 330,000 compounds, 0.092% hits; AID 2101, 2009;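 further: 0% = full enzyme activity and -100% = no enzyme basal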
FEN1 inh: qHTS Assay for the Inhibitors of Human Flap endonuclease 1 (FEN1) | Potency, µM (doses to about 114 µM), inactives show top-dose activity change, negative = inhibition, most hits filed as inhibitors | P39748 | AID 588795, 2011 | Recombinant FEN1 flap cleavage, fluorescence, 15 min | 390,000 compounds, 0.35% hits; further: nearly all actives have a fitted effect of over 65% in size
Target sequence (P39748 whole entry, looked up): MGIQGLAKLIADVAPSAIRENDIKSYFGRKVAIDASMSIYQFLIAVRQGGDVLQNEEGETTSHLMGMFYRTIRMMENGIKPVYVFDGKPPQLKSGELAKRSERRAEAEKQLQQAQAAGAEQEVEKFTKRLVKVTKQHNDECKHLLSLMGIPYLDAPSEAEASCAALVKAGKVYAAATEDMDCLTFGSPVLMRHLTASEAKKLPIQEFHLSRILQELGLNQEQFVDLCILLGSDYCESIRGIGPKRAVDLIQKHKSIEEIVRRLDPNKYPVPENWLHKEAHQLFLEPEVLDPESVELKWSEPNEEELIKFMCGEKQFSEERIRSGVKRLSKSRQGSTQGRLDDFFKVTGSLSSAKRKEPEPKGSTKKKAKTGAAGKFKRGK
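Recombinant FEN1 (10 nM) was preincubated with pin-transferred compounds for 15 min at room temperature, then flap DNA substrate (50 nM final) was added. Plates were read at 0 and 15 min, and normalized concentration–response data were fitted to a four-parameter Hill equation.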
DT40 TDP1 CPT: qHTS for Inhibitors of human tyrosyl-DNA phosphodiesterase 1 (TDP1): qHTS in cells in presence of CPT | chicken DT40 Tdp1-/-;hTDP1 cells + 20 nM CPT, ATP luminescence, 48 h | Potency, µM (series often up to 46.2 µM), without a hit: top-dose activity change, negative = growth inhibition, usual class: inhibitors | 420,000 compounds, 12% hits | AID 686979, 2013; further: nearly all actives have a fitted effect of over 55% in size
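Chicken DT40 Tdp1-/- cells stably complemented with human TDP1 were seeded at 400 cells/well in medium containing 20 nM camptothecin, exposed to pin-transferred compounds, and grown at 37 °C for at least 48 hr. Viability was read as ATP luminescence.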
* hit, by the source's call; ? = inconclusive; · = no result given; & = joins results of further samples. The call rests on the fitted dose curve; in most records, active means well fitted curve in the direction sought with a large enough effect; inconclusive means small, poorly fitted or top-dose-only effect, or another doubt; inactive means no such curve, though single readings can be large; an effect the other way counts as inactive or inconclusive. Unless noted, on the % scale 0 is the no-effect control and ±100 the full control effect; potency means the concentration at half of the fitted maximal effect. These rows are one share of the data, so the mix of outcomes need not match the whole.

SMILES	N370S GC mod	FEN1 inh	DT40 TDP1 CPT
COc1cc(Cl)c(CNC[C@H]2O[C@@H](n3ccc(=O)[nH]c3=O)[C@H](O)[C@@H]2O)c(Cl)c1O	·	13%	?
Cc1ccccc1N=Cc1cc2c(cc1[N+](=O)[O-])OCO2	-21%	-1%	-26%
COc1ccc(NC(=O)CSc2nc3c(c(=O)n2-c2ccc(F)cc2)SCC3)cc1	-11%	6%	?
Cc1cnc(-c2nnc(N(C)C(=O)c3cccnc3)s2)cn1	9%	10%	-7%
Cc1cc(/C=N/NC(=O)C(=O)NCc2ccccn2)c(C)n1-c1cccc(Br)c1	-7%	10%	?
O=C(NNC(=O)c1cccnc1SCc1cccc([N+](=O)[O-])c1)c1ccc(F)cc1	4%	3%	23µM*
C#CCOCCOCCOCCNc1nc(N2CCN(C(=O)[C@H]([C@@H](C)CC)n3cc([C@@H](N)CC(C)C)nn3)CC2)nc(N2CCN(C(=O)[C@H](CCCCN)n3cc([C@@H](N)CO)nn3)CC2)n1	2%	-1%	?
CCOC(=O)CSc1nnc(CSc2nc3ccccc3s2)n1C	-2%	-10%	-28%
CCc1ccccc1NC(=O)c1cc(-c2ccco2)on1	0%	10%	3%
c1ccc(-n2c(Sc3cnccn3)nnc2-c2cccs2)cc1	1%	0%	-1%
COc1ccccc1N1CCN(C(CNC(=O)C(=O)NCc2ccc(F)cc2)c2cccnc2)CC1 (configuration not stated)	·	0%	8.2µM*
COc1cc(NC(=O)CSc2cc(C)c3cc(C)cc(C)c3n2)c(C(=O)O)cc1OC	-3%	3%	-1%
COc1ccc(N2C(=O)CSC2c2cccc(OC)c2OC)cc1 (configuration not stated)	-13%	4%	-15%
COc1ccc(C2C(C(=O)NCCN(C)C)c3cc(OC)c(OC)cc3C(=O)N2C)cc1OC (configuration not stated)	-4%	-1%	-5%
COc1ccc(N2C(=NC(=O)c3ccccc3)SC3CS(=O)(=O)CC32)cc1 (configuration not stated)	20%	-4%	-1%
COC(=O)C1=CN(C)C=C(C(=O)OC)C1c1ccc(Cl)cc1Cl	23%	0%	-22%
CC1=C(C(=O)N(C)C)C(c2cccc(Cl)c2)NC(=O)N1 (configuration not stated)	2%	0%	-15%
CCOC(=O)c1c(N)n[nH]c1-c1ccc(OC)cc1	0%	3%	3%
O=C(NC1CCC(O)CC1)c1cc(-c2ccc(Cl)cc2)nc2ccccc12 (configuration not stated)	·	-11%	?
CCc1cc(CC)c(/C=N/NC(N)=O)c(CC)c1/C=N/NC(N)=O	4%	-6%	?

The closing three entries of the section above come first, to join the parts.
SMILES	N370S GC mod	FEN1 inh	DT40 TDP1 CPT
CCOC(=O)c1c(N)n[nH]c1-c1ccc(OC)cc1	0%	3%	3%
O=C(NC1CCC(O)CC1)c1cc(-c2ccc(Cl)cc2)nc2ccccc12 (configuration not stated)	·	-11%	?
CCc1cc(CC)c(/C=N/NC(N)=O)c(CC)c1/C=N/NC(N)=O	4%	-6%	?
COC(=O)C1N[C@@H]([C@@H](NC(=O)COc2ccccc2)C(=O)NCc2ccccc2)SC1(C)C (some centres not stated)	·	-15%&15%	?
CCOc1ccc(-c2c(C(=O)N/N=C/c3ccsc3)nnn2-c2nonc2N)cc1	-9%	0%	-17%
O=C1CSc2ccc(C(=O)N3CCN(c4ccccn4)CC3)cc2N1	8%	2%	-23%
CCN1CCN(c2ccc([N+](=O)[O-])cc2S(=O)(=O)N2CCOCC2)CC1	16%	9%	17%
CC(/C=C/c1ccco1)=N/NC(=O)C1COc2ccccc2O1 (configuration not stated)	-4%	10%	?
CC(=O)NNC(=S)NCCc1ccccc1	-1%	0%	24%
Cc1ccc(/C=N\Nc2cn[nH]c(=O)c2Cl)cc1	6%	-19%	-11%
Cc1noc(C)c1CSCC(=O)Nc1ccc(Br)cc1Cl	5%	1%	?
CCN1C[C@@H]2[C@@H]3C(=O)N(C)C(=O)[C@@H]3[C@](Cc3ccccc3)(C1=O)N2C(=O)c1ccc(Cl)cc1	·	-4%	16%
COc1cccc(N2C(=O)C3CCCN3C2c2ccc(Cl)cc2)c1 (configuration not stated)	7%	18%	8%

Shown comma-delimited: 15 of the compounds above
SMILES,N370S GC mod,FEN1 inh,DT40 TDP1 CPT
COc1ccc(N2C(=O)CSC2c2cccc(OC)c2OC)cc1 (configuration not stated),-13%,4%,-15%
COc1ccc(C2C(C(=O)NCCN(C)C)c3cc(OC)c(OC)cc3C(=O)N2C)cc1OC (configuration not stated),-4%,-1%,-5%
COc1ccc(N2C(=NC(=O)c3ccccc3)SC3CS(=O)(=O)CC32)cc1 (configuration not stated),20%,-4%,-1%
COC(=O)C1=CN(C)C=C(C(=O)OC)C1c1ccc(Cl)cc1Cl,23%,0%,-22%
CC1=C(C(=O)N(C)C)C(c2cccc(Cl)c2)NC(=O)N1 (configuration not stated),2%,0%,-15%
CCOC(=O)c1c(N)n[nH]c1-c1ccc(OC)cc1,0%,3%,3%
O=C(NC1CCC(O)CC1)c1cc(-c2ccc(Cl)cc2)nc2ccccc12 (configuration not stated),·,-11%,?
CCc1cc(CC)c(/C=N/NC(N)=O)c(CC)c1/C=N/NC(N)=O,4%,-6%,?
COC(=O)C1N[C@@H]([C@@H](NC(=O)COc2ccccc2)C(=O)NCc2ccccc2)SC1(C)C (some centres not stated),·,-15%&15%,?
CCOc1ccc(-c2c(C(=O)N/N=C/c3ccsc3)nnn2-c2nonc2N)cc1,-9%,0%,-17%
O=C1CSc2ccc(C(=O)N3CCN(c4ccccn4)CC3)cc2N1,8%,2%,-23%
CCN1CCN(c2ccc([N+](=O)[O-])cc2S(=O)(=O)N2CCOCC2)CC1,16%,9%,17%
CC(/C=C/c1ccco1)=N/NC(=O)C1COc2ccccc2O1 (configuration not stated),-4%,10%,?
CC(=O)NNC(=S)NCCc1ccccc1,-1%,0%,24%
Cc1ccc(/C=N\Nc2cn[nH]c(=O)c2Cl)cc1,6%,-19%,-11%

Next structures
SMILES	N370S GC mod	FEN1 inh	DT40 TDP1 CPT
CCOc1ccc(C2C(=O)N(C3CCCCCC3)CC(=O)N2Cc2ccc(C)cc2)cc1OC (configuration not stated)	·	6%	23µM*
Cn1c2c(c(O)c(-c3ccccc3)c1=O)C(=O)CC(C)(C)C2	?	5%	0%
CCCCN(Cc1ccco1)C(=O)c1cc2c(=O)[nH]c3ccc(C)cc3c2s1	9%	6%	?
Cc1cc(C)cc(N(CCC#N)C(=O)COC(=O)CCc2c[nH]c3ccccc23)c1	·	9%	-18%
Cc1ccc(CS(=O)(=O)CCC(=O)NCCc2ccccc2)cc1	-3%	5%	7%
O=C(CNC(=O)c1[nH]cnc1C(=O)N[C@@H](Cc1ccccc1)C(=O)OCc1ccccc1)OCc1ccccc1	-2%	6%	?
O=C(Nc1c[nH]c2c(Cl)cccc2c1=O)N1CCN(c2ccccn2)CC1	-2%	-10%	-12%
CCOc1ccc(CCNC(=O)c2nn(-c3ccc(OC)c(Cl)c3)c(=O)c3c2c2ccccc2n3C)cc1OCC	·	6%	-22%
O=C(OCC(=O)N1CCc2ccccc21)c1ccccc1F	1%	-5%	-20%
COc1cc(/C=C2/SC(=S)N(c3c(C)n(C)n(-c4ccccc4)c3=O)C2=O)ccc1O	-29%	?	?
Cc1c(C(=O)O)c(-c2ccccc2)nn1-c1ccccc1	-3%	-6%	-14%
CCCC(=O)N1CCN(c2ccc(NC(=O)C(C)(C)C)cc2Cl)CC1	-17%	3%	21µM*
CCCC(=O)Nc1ccccc1-c1nnn(CC(=O)Nc2ccc(OC)cc2)n1	-5%	6%	?
CCOc1ccc2c(c1)C(c1cccs1)=NNC(c1cccnc1)=N2	-8%	1%	-1%
O=C1C(=O)N(CCCO)C(c2ccccc2)/C1=C(\O)c1ccc(Br)cc1 (configuration not stated)	-3%	21%	-19%
CCCCN(CC)CCCNC(=O)Cn1ncc2c([nH]c3ccc(C)cc32)c1=O	·	-7%	-20%
C(=N\NC1=NCCN1)/c1ccncc1	2%	5%	-6%
Cc1ccc(COC(=O)c2cccc(S(=O)(=O)N3CCCCCC3)c2)cc1	·	-15%	-8%
CCOC(=O)c1[nH]c(C)c(C(=O)OCC(=O)N2CCCCC2C)c1C (configuration not stated)	11%	12%	-19%
CCSc1nnc(-c2sc3nnc(-c4ccccc4)c(-c4ccccc4)c3c2N)o1	11%	2%	13µM*
COc1ccc(CCNC(=O)CC(Cc2ccccc2)C(=O)O)cc1OC (configuration not stated)	-14%	6%	3%
Cc1cccn2cc(CCNS(=O)(=O)c3ccc4c(c3)OCCO4)nc12	0%	-14%	-17%
CC(=O)Oc1ccc(C2(C)CC(C)(C)NC(=S)N2C)c(OC(C)=O)c1 (configuration not stated)	2%	1%	-9%
CCN(CC)S(=O)(=O)c1ccc(-n2cnc3cc(C)c(C)cc32)nc1	-2%	-11%	?
CC(C)(C)n1nc2c(c1NC(=O)C1CC(=O)N(c3ccc(Cl)cc3)C1)CS(=O)(=O)C2 (configuration not stated)	1%	4%	-11%
CCOC(=O)c1cc(-c2ccccc2)n(CCC(=O)Nc2ccc(OC)c(Cl)c2)c1C	·	-8%	16µM*
COC(=O)C(NC(C)=O)(Nc1cc(C)ccn1)C(F)(F)F (configuration not stated)	7%	4%	21%
CN(CC(=O)NC1CCCC1)S(=O)(=O)c1cccc(Cl)c1	·	-6%	14%
CC(C)Oc1ccc(/C=C(\NC(=O)/C=C/c2ccco2)C(=O)NCCc2nc3ccccc3[nH]2)cc1	9%	7%	18µM*
O=C(COC(=O)c1ccco1)Nc1ccc2c(c1)OCCO2	-9%	-4%	6%
CCc1ccc2occ(CC(=O)Nc3c(C(=O)c4ccc(C)cc4)oc4ccccc34)c2c1	·	-13%	-27%
N=c1c[n+](N2CCOCC2)[n-]o1	-21%&0%	8%	-20%
CCn1c2c(c(=O)n3ncc(C(=O)Nc4ccc(C(=O)OC)cc4)c13)CN(Cc1ccc(OC)cc1)CC2	·	-3%	?
O=C(NCCOc1ccccc1F)C1CC(=O)N(c2ccc3c(c2)OCCO3)C1 (configuration not stated)	·	-14%	-12%
COc1cc(NC(=S)NCCCN2CCOCC2)c(OC)cc1NC(=O)c1ccco1	-3%	-1%	19%
O=C(NC(NC(=S)Nc1cccc(C(=O)O)c1)C(Cl)(Cl)Cl)OCc1ccccc1 (configuration not stated)	-22%	0%	14%
COC(=O)C[C@H](NC(=O)[C@H](C)NC(=O)[C@@H](NC(=O)OCc1ccccc1)C(C)C)C(=O)CF	9%	·	-2%
Cc1cc(NC(=O)CSc2nnc(Cc3ccccc3)n2C)no1	7%	1%	12%
Cn1cc(C=O)c(-c2ccc3c(c2)OCCCO3)n1	0%	4%	5%
Cc1ccc(-n2ncc3c2CC(C)(C)CC3NC(=O)Cc2c(C)noc2C)cc1 (configuration not stated)	-1%	1%	?
Cc1cc(NC(=O)CSc2nnc(-c3ccncc3)n2N)ccc1Br	-1%	?	-7%
CCn1c(SC)nnc1-c1nn(-c2ccccc2)ccc1=O	3%	2%	0%
CC(C)OC(=O)CC1C(=O)NCCN1C(=S)NC(=O)c1ccccc1Cl (configuration not stated)	10%	18%	-4%
CC1CCN(C(=O)c2ccc(S(=O)(=O)Cc3cccc(F)c3)c([N+](=O)[O-])c2)CC1	1%	-3%	?
CC(C)CN1CC[C@@]2(CCCN(C(=O)c3cccc(F)c3)C2)C1	3%	·	5%
CCN(CC)C(=O)[C@H]1CC(CC(=O)NCc2ccc(OC)c(OC)c2)C(=O)N2CCc3c([nH]c4ccccc34)[C@]12C (some centres not stated)	·	-14%	?

Screening data as filed in PubChem BioAssay.
